Source: PubChem BioAssay (several laboratories)
OPRM1-OPRD1 ag: OPRM1-OPRD1 heterodimerization agonism; P35372+P41143; cells, luminescence; activation, % at 9.3 µM; hit rate 0.3% among 340,000; AID 504326; in the data active means activation above about 18%;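 further: 0% = vehicle-treated cells and 100% = reference agonist; values of inactives mirror those of a sister screen read the other way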
Target sequence (P35372 whole entry, looked up): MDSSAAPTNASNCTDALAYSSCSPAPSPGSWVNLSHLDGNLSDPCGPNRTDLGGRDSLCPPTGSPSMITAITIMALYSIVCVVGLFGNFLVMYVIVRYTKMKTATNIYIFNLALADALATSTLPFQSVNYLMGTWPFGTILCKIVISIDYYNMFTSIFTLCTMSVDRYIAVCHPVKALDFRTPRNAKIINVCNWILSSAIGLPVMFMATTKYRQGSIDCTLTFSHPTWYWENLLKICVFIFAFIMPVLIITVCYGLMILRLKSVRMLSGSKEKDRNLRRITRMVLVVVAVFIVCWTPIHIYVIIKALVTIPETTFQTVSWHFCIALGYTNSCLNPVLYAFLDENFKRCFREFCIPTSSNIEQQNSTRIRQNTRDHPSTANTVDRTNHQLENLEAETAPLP
Target sequence (P41143 whole entry, looked up): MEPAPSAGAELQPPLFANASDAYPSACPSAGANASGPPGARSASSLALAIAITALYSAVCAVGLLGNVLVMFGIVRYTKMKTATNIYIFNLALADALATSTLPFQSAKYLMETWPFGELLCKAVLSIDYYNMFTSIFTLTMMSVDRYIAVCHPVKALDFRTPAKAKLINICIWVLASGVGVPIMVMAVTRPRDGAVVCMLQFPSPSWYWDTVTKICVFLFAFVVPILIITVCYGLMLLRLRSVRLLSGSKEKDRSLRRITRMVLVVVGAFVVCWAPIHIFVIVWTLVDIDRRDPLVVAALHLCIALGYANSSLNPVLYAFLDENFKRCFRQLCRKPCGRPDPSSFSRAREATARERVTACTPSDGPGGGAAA
E coli growth: counter-screen for AddAB inhibitors: E. coli growth inhibition; AID 449728; E. coli V3065 growth, OD600 absorbance, 18 h; inhibition, % at 11.9 µM; hit rate 0.27% among 330,000;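 active means inhibition above the campaign's mean inhibition across all tested compounds plus 3 SD, cut at about 9.9% in these data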;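 further: uninfected addAB+ strain grown without phage in ampicillin broth; 0% = DMSO wells and 100% = ciprofloxacin 0.95 µg/ml wells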
phage Ecoli inh: E. coli growth loss with phage present. growth absorbance. hit rate 0.26% among 360,000. inhibition, % at 11.9 µM; in the data active means inhibition above about 11%
PKA-R1A activ: PKA-R1A complex activation | activation, % at 11.4 µM | AID 504707 | hit rate 0.083% among 340,000 | PKA-R1A dissociation, Cy5-IP20 fluorescence polarization; scaled: DMSO 0%, 113 µM cGMP 100% | P00514+P68181;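 active means percent activation above the mean of all tested compounds plus 3 SD, cut at about 19% in these data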;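 further: higher means more PKAc released from R1A so a rise in polarization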
MOR-DOR inv ag: inverse agonist of human OPRM1-OPRD1 heterodimerization | P35372+P41143 | cell-based MOR-DOR heterodimer luminescence, inverse agonism | inhibition, % at 9.3 µM | hit rate 0.21% among 340,000; in the data active means inhibition above about 22%, passing the limit was not always enough;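 further: 0% = cells with DMSO and 100% = wells without cells with DMSO; values of inactives mirror those of a sister screen read the other way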
HTR5A inv ag: HTR5A inverse agonism, opioid heterodimer counter-screen. HTR5A cell line, luminescence. inhibition, % at 9.3 µM. P47898. AID 504634. hit rate 0.083% among 340,000; in the data active means inhibition mostly above about 23%, no sharp cut-off; inactive means mostly below about 18%;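 further: 0% = cells with DMSO and 100% = no-cell wells with DMSO; some compounds called inactive have numbers as strong as hits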
Tat export inh: E. coli Tat transport inhibition; E. coli MC4100 TorA-mCherry Tat export, fluorescence; hit rate 0.036% among 340,000; AID 488895; inhibition, % at 10 µM;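 active means mean replicate inhibition at least 50% and at least half of replicates individually reaching 50%; inconclusive means only one of the two criteria met; inactive means neither criterion met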;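 further: exported cargo escapes ClpAP degradation while cytoplasmic cargo is degraded and loses fluorescence; 0% = median of neutral control wells and 100% = median of NaSCN control wells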
SUMO Mot1 rescue: blocks SUMOylation pathway, rescuing yeast Mot1-301 growth; growth rescue, % at 18.8 µM; S. cerevisiae Mot1-301 growth rescue, ATP luminescence, 38.5C; percent above DMSO median, 100 means doubled; AID 2716; hit rate 1% among 320,000;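 active means every valid replicate shows activation above 250% relative to neutral control wells; inactive means the rest, any valid replicate at or below 250%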;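 further: OY570 slx delta 5 strain wells were the positive control but not used for scaling; some compounds called inactive have numbers as strong as hits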
PfHsp90 set2: growth inhibition of yeast expressing Plasmodium Hsp90; hit rate 0.32% among 310,000; S. cerevisiae expressing PfHsp90, BacTiter-Glo ATP, 48 h; yeast lacking PDR1 and PDR3 efflux regulators; inhibition, % at 9.4 µM;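 active means every replicate shows inhibition above about 80%, whatever the replicate mean, limit read from the data; inconclusive means mean inhibition reaches the set limit but some replicate falls short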;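 further: 0% = DMSO neutral controls and 100% = 20 µM radicicol positive controls; yeast relying on Plasmodium falciparum Hsp90 in place of its own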
PKA-R2B act: PKA-R2B complex activation | AID 504700 | PKA-R2B holoenzyme dissociation, Cy5-IP20 fluorescence polarization; R2B truncated from residue 108, S112A mutant; 0% DMSO only, 100% 113 µM cGMP | hit rate 0.079% among 340,000 | activation, % at 11.4 µM | P22694+P31323;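 active means activation above a cutoff set at the mean over all compounds plus 3 SD, cut at about 18% in these data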;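 further: higher means more holoenzyme dissociation and a rise in polarization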
AddAB inh: less growth of phage-infected E. coli with AddAB | E. coli expressing H. pylori AddAB, absorbance growth | inhibition, % at 11.9 µM | hit rate 0.29% among 330,000; in the data active means inhibition above about 12%;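 further: 0% = vehicle wells of infected cells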
Starred values were filed as active, the others as inactive; i = inactive; u = inconclusive; x = not tested or not shown.

SMILES	OPRM1-OPRD1 ag	E coli growth	phage Ecoli inh	PKA-R1A activ	MOR-DOR inv ag	HTR5A inv ag	Tat export inh	SUMO Mot1 rescue	PfHsp90 set2	PKA-R2B act	AddAB inh
CN1CCN(C2CCCCCC2)CC1	-2.3	2.1	2.8	6	12	-10	-3	1	-2	5	-1.5
Cc1cccc(NC(=O)CSCC(=O)Nc2nnc(C3CC3)s2)c1	-3.5	1.4	-1.0	13	18	9	-19	3	23	16	1.2
O=C(Nc1cccc(O)c1)c1cccc(S(=O)(=O)Nc2cccc(O)c2)c1	-1.5	-2.8	1.0	-4	7	1	2	-8	9	-13	1.3
Cn1cccc1/C=C1\SC(=Nc2cccc(O)c2)NC1=O	-0.9	0.4	1.0	2	5	-12	-1	-11	-1	9	0.8
COc1ccc(C(=O)CCC(=O)Nc2cc(Cl)c(O)c(Cl)c2)cc1	-2.5	-2.8	3.2	-3	11	3	-2	291	27	-4	-0.3
O=C(/C=C/NCc1ccc(F)cc1)c1ccccc1	-0.8	-3.0	1.0	-6	4	-15	-4	6	8	1	6.7
COc1ccc(/C=C/C(=O)OCC(=O)Nc2ccc(Cl)c(S(=O)(=O)N(C)C)c2)cc1OC	-1.5	-0.3	2.1	3	8	15	-1	413	-2	0	-2.8
COc1ccc(CC2SC(=Nc3ccc(F)cc3)NC2=O)cc1 (stereo not drawn)	-2.4	0.0	4.3	0	13	8	-1	6	16	3	3.1
O=c1[nH]nc(Cc2ccccn2)c2ccccc12	-1.2	-0.4	2.7	-14	7	35	3	-8	x	-8	-0.8
COc1cc(CNC2CCCCC2OC)cc(OC)c1 (stereo not drawn)	-1.0	2.1	0.7	-5	5	4	-6	14	-10	0	-0.7
CC(Sc1nnc(-c2ccco2)n1N)C(=O)NCc1ccc2c(c1)OCO2 (stereo not drawn)	-2.5	x	1.5	2	12	13	-5	x	28	-13	x
O=C(O)COc1ccccc1/C=N/NC(=O)CSc1nc2ccccc2n1Cc1ccccc1	-2.7	0.4	2.6	-1	15	-22	-1	-1	11	-6	-0.6
Cc1ccccc1OCC(=O)N/N=C/c1ccc(N(C)C)cc1	-1.3	1.2	-1.9	-1	7	-5	-13	-7	-1	-12	-0.2
Cc1cc2sc3ccc(C#CC4(O)CCCCC4)cc3c(=O)c2cc1C	0.1	-2.6	1.3	0	-1	4	-6	-10	5	-7	2.8
COC(=O)c1ccc(/C=N/Nc2nc(C)c(C)s2)cc1	1.1	-0.7	5.7	2	-6	17	10	59	-3	10	1.5
Cc1ccc(S(=O)(=O)N(Cc2cccc(C)c2)C(=O)N2CCN(C)CC2)cc1	-0.5	2.8	1.3	1	4	11	-5	-3	29	1	0.4
COc1ccc(-n2sc3ccc(F)cc3c2=O)cc1	0.8	-2.1	-0.9	-4	-5	6	-8	249	-46	0	1.1
Cc1ccc(CSC2=Nc3ccccc3C3=NC(CCC(=O)NCc4ccco4)C(=O)N23)cc1 (stereo not drawn)	-3.1	1.5	2.9	-7	18	-1	-2	11	x	5	-0.2
COc1ccc(-c2nc(SCC(=O)NCc3ccco3)c(-c3ccccc3)[nH]2)cc1OC	-2.9	2.1	-0.3	-9	15	-2	-1	-8	-1	0	0.1
CN(C)S(=O)(=O)c1ccc(C(=O)NC2CCCc3ccccc32)cc1 (stereo not drawn)	-0.4	-1.3	3.2	-5	2	9	-2	-5	14	-6	-0.2
COc1ccccc1-n1cnnc1SCc1csc(-c2ccccc2)n1	-1.8	2.0	1.9	-5	10	-2	-5	5	0	-3	1.3
CCCCCCC(=O)N(O)C1CC(=O)N(Cc2ccccc2)C1=O (stereo not drawn)	-0.3	2.6	6.4	-1	2	16	3	14	-16	0	4.6
CCC(CC)NC(=O)COC(=O)c1ccc2c(c1)C(=O)N(Cc1ccco1)C2=O	0.7	2.1	-2.7	3	-6	-40	u	13	-12	-1	3.1
Cc1cc(C)c2nc(-c3ccccn3)cc(C(=O)NCCc3ccc(S(N)(=O)=O)cc3)c2c1	6.6	-0.1	-0.6	12	-32	7	-2	15	7	-1	0.9
CC(C)(C)[C@H]1C=C(C(=O)N2CCN(Cc3ccc4c(c3)OCO4)CC2)O[C@@H](OCCCCO)C1	-1.9	0.0	3.2	1	11	13	5	-6	8	-10	3.1

Next compounds
SMILES	OPRM1-OPRD1 ag	E coli growth	phage Ecoli inh	PKA-R1A activ	MOR-DOR inv ag	HTR5A inv ag	Tat export inh	SUMO Mot1 rescue	PfHsp90 set2	PKA-R2B act	AddAB inh
CCc1nc(SCC(=O)NCCc2ccc(OC)c(OC)c2)c2c(=O)n(C)c(=O)n(C)c2n1	-1.0	-0.9	2.3	-1	6	-7	0	4	8	12	-2.3
COCCCNC(=O)COc1ccc(S(=O)(=O)NCc2ccccc2)cc1Cl	-1.5	-2.2	3.0	2	8	10	-4	-4	-13	13	1.1
C[C@H](/C=C/[C@@]1(O)[C@H](C)C[C@H](O)CC1(C)C)O[C@@H]1O[C@H](CO)[C@@H](O)[C@H](O)[C@H]1O	-2.1	2.5	0.7	2	12	-9	0	-6	7	-16	2.5
O=C(O)C1C2C=CC(C2)C1C(=O)N1CCN(C/C=C/c2ccccc2)CC1 (stereo not drawn)	0.4	2.3	0.6	-3	-2	14	-3	1	11	7	2.3
OCCNc1nc2nonc2nc1NCCO	-0.9	0.2	4.0	-3	7	16	2	0	x	-15	0.2
O=C(NNC(=O)c1ccc2nc[nH]c2c1)c1ccccc1	0.0	0.9	2.3	8	0	-16	-3	10	-6	5	1.0
Cc1ccc(C)c(-c2nnc(NC(=O)CCS(=O)(=O)c3ccc(F)cc3)o2)c1	-0.2	0.0	0.1	10	1	8	8	-6	-12	13	1.4
CCN(CC(=O)Nc1ccc(NC(C)=O)cc1)CC(=O)Nc1ccccc1C(=O)c1ccccc1	-1.0	-1.2	1.7	-8	5	-15	3	-20	-15	-7	1.0
O=c1c2cc(-c3ccccc3)sc2nc2n1N=C(c1ccccc1)CS2	-1.1	-0.2	3.8	-3	5	17	1	8	13	0	0.1
O=S(=O)(c1cccc2nonc12)N1CCCCCC1	1.8	3.1	3.1	-6	-9	-28	6	341	18	-8	-1.4
Cn1nc(C(=O)NCC(c2cccs2)N2CCOCC2)c2ccccc2c1=O (stereo not drawn)	-2.7	-0.7	2.7	-15	14	-13	2	-6	x	-8	-0.2
COC1CCN(C(=O)c2cc(COc3ccc(-n4cncn4)cc3)on2)CC1	-3.3	-3.3	1.7	5	16	-14	2	19	-3	2	-1.5
O=C(Nc1ccccc1)/C(=C\c1ccc(F)cc1)NC(=O)c1ccco1	-2.1	-0.4	3.0	-3	14	-12	2	0	-24	0	1.4
O=C(CCc1nnc2ccc(NCc3ccccc3)nn12)NC1CCCC1	-3.1	2.7	-0.2	-7	16	-2	-9	-5	-5	-3	2.9
COc1ccc(NC(=S)NCCCN2CCOCC2)cc1	-1.2	-1.4	-3.0	-2	6	-7	0	181	-6	6	-1.4
COc1ccc(OC)c(NC(=O)C2=C(C)NC(=O)NC2c2cccs2)c1 (stereo not drawn)	0.3	3.0	0.0	-11	-2	6	-8	7	4	-8	-0.6
CCOC(=O)CSc1nc(N)nc(C)c1Br	-0.2	0.2	1.1	-9	1	9	-2	i	-3	10	3.4
COc1cc(C2Nc3ccccc3C(=O)N2c2ccccc2)ccc1O (stereo not drawn)	-0.9	3.2	-6.9	-10	6	-11	4	96	-9	1	1.0
Cn1cnnc1SC1CCCCC1NS(=O)(=O)c1ccc(Cl)cc1 (stereo not drawn)	-0.6	-0.3	2.0	0	4	-1	5	3	-10	3	1.3
CC1=C(C(=O)OCc2ccc([N+](=O)[O-])cc2)N2C(=O)C(NC(=O)Cc3ccccc3)C2SC1 (stereo not drawn)	-1.9	-0.6	1.5	2	9	-9	0	2	11	4	-0.6
COc1ccc2c(c1)[nH]c1c(N3CCN(Cc4ccc5c(c4)OCO5)CC3)ncnc12	1.3	0.5	4.4	-6	-6	14	-3	-1	7	-1	-0.9
O=C(NCc1ccco1)c1nnc(Cc2ccc(F)cc2)o1	-0.4	0.4	1.0	-7	2	-7	-2	5	-13	-8	0.1
c1ccc(C(c2ccccc2)N2CCN(Cc3nnnn3C3CCCC3)CC2)cc1	1.4	0.3	2.0	-13	-6	-15	24	-16	-41	-7	4.0
COC(=O)c1nnn(-c2nonc2N)c1CSc1ccc(Cl)cc1	3.2	0.5	5.7	-1	-14	-3	-1	-6	-16	-8	4.7
O=[N+]([O-])c1ccc(S(=O)(=O)Nc2cccc(-c3ccc(N4CCOCC4)nn3)c2)cc1	5.4	2.5	3.5	-8	-35	43*	1	14	x	7	4.2

Additional structures:
SMILES	OPRM1-OPRD1 ag	E coli growth	phage Ecoli inh	PKA-R1A activ	MOR-DOR inv ag	HTR5A inv ag	Tat export inh	SUMO Mot1 rescue	PfHsp90 set2	PKA-R2B act	AddAB inh
COc1cc(NS(=O)(=O)c2cn(C)cn2)cc(OC)c1	-3.3	2.3	0.6	-5	17	-1	2	-10	-5	-24	5.2
CCCNC(=O)OCC12CC3CC(CC(C3)C1)C2	6.0	1.4	2.2	-1	-32	-27	-2	41	-14	-4	2.8
COc1ccccc1NS(=O)(=O)c1cc(N)ccc1N1CCCC1	-1.2	-1.1	2.3	9	5	6	-12	25	-43	4	1.3
CCc1cc2cc3c(cc2nc1SCC(=O)N1CCN(C(=O)c2ccco2)CC1)OCO3	-1.7	-0.7	3.4	-10	7	7	1	-8	3	5	3.2
c1csc(-c2nn[nH]n2)c1	3.0	-0.5	2.6	0	-17	-29	6	-16	12	6	-3.7
O=C(COC(=O)c1cc([N+](=O)[O-])ccc1Cl)NC1CCCC1	-1.0	0.1	2.3	-8	5	9	-16	11	-6	-12	-0.3
COc1ccccc1CNC(=O)c1ccc2nc(N3CCOCC3)sc2c1	-2.2	1.5	2.2	-4	12	11	7	-14	-1	6	-0.9
Cc1cccc(CCNC(=O)C2CCN(S(=O)(=O)c3cccc4cccnc34)CC2)c1	-2.3	-1.3	1.7	5	12	1	2	3	-29	-7	3.4
CN(CC(=O)Nc1ccc(Cl)c(Cl)c1)C(=O)CC1OC(=O)c2ccccc21 (stereo not drawn)	-0.4	-1.0	0.7	-2	3	15	-3	-4	4	-5	0.7
CCc1nnc(NS(=O)(=O)c2ccc(N/C=C/C(=O)c3ccc(C)cc3)cc2)s1	-1.2	11*	3.7	-3	6	8	-7	13	-5	-15	17*
CCC1CCCCN1Cc1nc2c(c(=O)n(C)c(=O)n2C)n1CCCc1ccccc1 (stereo not drawn)	-0.6	-1.1	2.9	-8	3	13	u	-1	-9	-1	1.2

Fetched by structure from the list above (two):
SMILES	OPRM1-OPRD1 ag	E coli growth	phage Ecoli inh	PKA-R1A activ	MOR-DOR inv ag	HTR5A inv ag	Tat export inh	SUMO Mot1 rescue	PfHsp90 set2	PKA-R2B act	AddAB inh
Cc1cccc(CCNC(=O)C2CCN(S(=O)(=O)c3cccc4cccnc34)CC2)c1	-2.3	-1.3	1.7	5	12	1	2	3	-29	-7	3.4
O=C(COC(=O)c1cc([N+](=O)[O-])ccc1Cl)NC1CCCC1	-1.0	0.1	2.3	-8	5	9	-16	11	-6	-12	-0.3
